PERK inh: blocks human PERK kinase. Q9NZJ5. CHO PERK-DD fusion, SEAP luminescence translation reporter. inhibition, % at 5.6 µM. 220,000 compounds, 0.17% hits;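 active means inhibition above the mean inhibition of all tested compounds plus 3 SD, set separately per screening campaign, cut at about 2.9% in these data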;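 further: PERK kinase domain activated by AP20187 dimerizer at 100 nM; 0% = DMSO with dimerizer and 100% = rapamycin at 8.4 µM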
Furin inhibitor: inhibitors of human furin; P09958; AID 463115; inhibition, % at 30 µM; 220,000 compounds, 0.061% hits; purified furin, fluorogenic substrate cleavage; in the data active means inhibition above about 25%; further: inactives centre near -15
Target sequence (P09958 108-714 limits assumed): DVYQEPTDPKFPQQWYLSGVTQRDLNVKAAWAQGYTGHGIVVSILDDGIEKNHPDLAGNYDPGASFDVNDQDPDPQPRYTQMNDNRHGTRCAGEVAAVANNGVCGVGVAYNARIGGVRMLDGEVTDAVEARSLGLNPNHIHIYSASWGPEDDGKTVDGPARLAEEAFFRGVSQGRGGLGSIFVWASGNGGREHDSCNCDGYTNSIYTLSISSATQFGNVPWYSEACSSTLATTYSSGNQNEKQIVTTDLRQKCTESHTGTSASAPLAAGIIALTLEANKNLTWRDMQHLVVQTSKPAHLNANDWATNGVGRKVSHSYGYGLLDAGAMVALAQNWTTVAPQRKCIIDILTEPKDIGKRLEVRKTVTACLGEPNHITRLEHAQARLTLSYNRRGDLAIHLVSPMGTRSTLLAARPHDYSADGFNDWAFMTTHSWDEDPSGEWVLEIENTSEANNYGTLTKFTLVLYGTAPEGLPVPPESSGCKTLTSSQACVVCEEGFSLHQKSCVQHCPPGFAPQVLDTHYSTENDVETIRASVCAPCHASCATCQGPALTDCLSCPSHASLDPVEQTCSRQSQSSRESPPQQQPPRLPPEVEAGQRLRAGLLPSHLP
Wee1 stabilizer: human Wee1 degradation inhibition, primary screen. P30291. HeLa Luc-Wee1K328M stability, luciferase luminescence; 100% = proteasome inhibitor MG132 effect. reporter increase, % at 5 µM. 220,000 compounds, 1.2% hits. AID 1321;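 active means activation above the mean of all tested compounds plus 3 SD, set per screening run, cut at about 8.8% in these data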;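 further: cells exposed to compound for 20 h before luminescence read; 0% = DMSO alone and 100% = MG132 at 30 µM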
KCC2 mod: modulates chloride dependent transport by human KCC2; Q9H2X9; KCC2 cells, thallium flux FluoZin-2 fluorescence; B-score of Tl+ flux slope (higher = more flux/activation; lower = inhibition) at 10 µM; 190,000 compounds, 2.2% hits; AID 1456;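 active means thallium flux slope and its plate-corrected score both differing from the plate sample mean at a set confidence after two filtering rounds, in either direction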;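 further: slope of fluorescence scaled to starting intensity during 10 to 20 s after thallium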
p97 ATPase inh: inhibitors of human p97 ATPase. P55072. recombinant p97 ATPase, Kinase-Glo ATP luminescence, 3 h. inhibition, % at 8 µM. 220,000 compounds, 0.42% hits. AID 1481; in the data active means inhibition above about 15%;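 further: 0% = DMSO vehicle and 100% = wells lacking enzyme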
thrombin 1536: blocks human thrombin protease activity. alpha-thrombin, Boc-VPR-AMC fluorogenic substrate cleavage. inhibition, % at 5 µM. 220,000 compounds, 0.26% hits. AID 1046;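 active means inhibition at or above 40%; inactive means inhibition below 40%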;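 further: 0% = enzyme with no compound and 100% = wells without enzyme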
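Material: Human alpha-thrombin protein | Buffer or medium: pH 7.5 Tris-saline with Tween 20 | Reagent: Boc-VPR-AMC substrate, 15 µM final | Schedule: Reaction at ambient temperature | Detection: AMC fluorescence at 355 nm excitation and 460 nm emission | Evaluation: Percent inhibition scaled between no-compound controls and no-enzyme blanks | Controls: no-compound enzyme wells and no-enzyme blanks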
FXIa inh 1536: inhibitors of human coagulation factor XIa. AID 798. purified FXIa, Boc-Glu-Ala-Arg-AMC fluorogenic substrate. inhibition, % at 5 µM. 220,000 compounds, 0.14% hits;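 active means inhibition of at least 40%; inactive means inhibition below 40%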;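 further: fluorescence of freed AMC excited at 355 nm; 0% = enzyme without compound and 100% = no enzyme blank; many of its hits are not listed in these tables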
KLK5 inh: inhibitors of human kallikrein 5. Q9Y337. recombinant hK5, fluorogenic AMC substrate cleavage. inhibition, % at 5 µM. 210,000 compounds, 0.59% hits. AID 873;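 active means inhibition of 40% or more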;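 further: 0% = enzyme controls without compound and 100% = no-enzyme blanks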
Target sequence (Q9Y337 67-293 limits assumed): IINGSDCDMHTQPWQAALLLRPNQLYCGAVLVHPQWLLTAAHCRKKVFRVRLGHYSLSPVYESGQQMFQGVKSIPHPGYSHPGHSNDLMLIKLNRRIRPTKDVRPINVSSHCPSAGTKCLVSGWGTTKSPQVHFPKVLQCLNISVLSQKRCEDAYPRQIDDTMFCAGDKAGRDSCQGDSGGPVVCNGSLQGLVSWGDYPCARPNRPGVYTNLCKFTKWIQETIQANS
FXIIa inh: inhibitors of human coagulation factor XIIa | P00748 | purified FXIIa, Boc-QGR-AMC fluorogenic substrate, 2 h | inhibition, % at 5 µM | 220,000 compounds, 0.3% hits | AID 800; in the data active means inhibition above about 40%;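 further: 0% = enzyme with no compound and 100% = blank without enzyme; many of its hits are not listed in these tables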
Numbers without * were called inactive; . = no result given; [ ] = another dose, or the depositor's remark.

item	compound	PERK inh	Furin inhibitor	Wee1 stabilizer	KCC2 mod	p97 ATPase inh	thrombin 1536	FXIa inh 1536	KLK5 inh	FXIIa inh
1	COc1cc(S(=O)(=O)N2CCCCC2)ccc1NC(=O)Cc1ccccc1	-2.4	-12.3[20 µM]	-2.3	.	0.2	5.0	3.5	-21.0	18.7
2	CCOC(=O)CCNCC1COc2ccccc2O1 (stereo not drawn)	0.8	-10.3	-1.0	1.11	-0.9	-13.0	3.9	-3.4	-3.2
3	CCOC(=O)C(=O)C1=C(N2CCOCC2)/C(=C\c2ccc(F)cc2)CC1	0.2	5.9	0.8	0.309	-1.6	-1.8	2.0	-10.1	1.2
4	O=C(NCC(c1ccco1)N1CCCCC1)C(c1ccccc1)c1ccccc1 (stereo not drawn)	1.2	-21.0	-0.6	-0.534	-4.3	0.6	-0.9	-2.4	9.8
5	CCc1nc(N2CCN(C(=O)c3ccccc3)CC2)c(C#N)c2c1COC(C)(C)C2	-0.5	-28.6	-0.6	-2.62	-3.8	17.1	-5.1	22.0	-11.2
6	CSc1nc2c(c(=O)[nH]c(=O)n2C)n1C/C=C(\C)Cl	0.2	-7.2	1.7	0.659	1.2	-2.9	-14.8	-9.4	2.5
7	O=C(C1CCN(S(=O)(=O)N2CCOCC2)CC1)N1CCN(c2ccccc2F)CC1	1.4	-21.1	-1.9	0.495	-2.4	-1.4	-6.1	-21.1	-6.2
8	CC1=C(C(=O)NCc2ccccc2)C(c2cccs2)NC(=S)N1 (stereo not drawn)	-0.5	-31.2	0.0	-0.616	1.6	-7.0	-2.0	0.2	7.3
9	O=C(COc1ccccc1)Nc1ccc2[nH]c(=O)[nH]c2c1	0.8	-36.9	-0.5	-0.167	-1.5	4.4	-2.5	-17.4	0.3
10	COc1cccc(NC(=O)C(OC(=O)/C=C/c2ccc3c(c2)OCO3)c2ccccc2)c1 (stereo not drawn)	-0.2	-3.2[20 µM]	-1.1	0.375	-4.9	-1.8	-0.9	2.6	6.3
11	Cc1ccc(C)c(-n2cc(CN3CCNC(=O)CC3)c(-c3ccccc3)n2)c1	-0.4	-25.5	-1.9	-0.185	0.5	-10.6	-2.3	0.5	8.1
12	COc1ccc(NC(=O)N2CCC(NC(=O)c3ccco3)CC2)cc1	0.9	-19.9	0.1	-0.337	-0.9	-6.1	-7.1	0.7	10.5
13	O=C(NCCc1ccccc1)c1cccc([N+](=O)[O-])c1	0.0	-31.3	7.4	-0.717	3.5	-5.9	2.7	-31.8	6.8
14	COC(=O)c1ccccc1NC(=O)CSc1nnc(-c2cccnc2)n1N	1.9	-17.4	-2.1	0.00602	3.8	-0.5	-5.3	-9.1	3.7
15	Cc1ccccc1SCC(=O)OCC(=O)Nc1sccc1C(N)=O	0.7	-17.9	2.8	-1.79	-0.2	0.2	9.6	-5.2	6.2
16	Brc1ccc2cccnc2c1	0.8	-11.9[20 µM]	4.2	1.34	-0.8	3.7	26.6	-13.4	5.2
17	Cc1ccnc(SCC(N)=O)n1	-0.4	-11.8	2.2	0.128	-8.8	-3.6	-4.4	7.5	1.1
18	N#CC1(Cc2ccc(Cl)cc2)c2ccccc2C=CN1C(=O)c1ccccc1 (stereo not drawn)	-0.9	-0.5[20 µM]	3.8	0.0282	-0.9	-0.5	-1.3	-8.8	-0.7
19	NC(=O)CC(NC(=O)c1ccc(Br)cc1)c1ccc(NCc2ccc(F)c(F)c2)c([N+](=O)[O-])c1 (stereo not drawn)	.	-23.4	.	-0.62	.	-6.8	-0.5	-1.6	6.1
20	Cc1ccc(-n2ncc3c(N4CCC(C(N)=O)CC4)ncnc32)c(C)c1	-0.2	-5.2	-3.1	-0.236	-4.8	15.4	4.9	7.0	-16.1
21	O=S(=O)([O-])C/C(=C\c1ccc(Cl)cc1)c1cc[n+](CCO)cc1	0.3	-19.1	-1.0	0.0513	0.9	-3.8	-4.2	-3.4	8.2
22	CCOC(=O)c1ccc(NC(=S)N2CCSC2c2ccc(OC)cc2)cc1 (stereo not drawn)	0.2	-22.0	-0.1	1.55	4.0	1.2	4.3	-11.2	8.4
23	CC(=O)C1=C(C)NC(=S)NC1c1cccc([N+](=O)[O-])c1 (stereo not drawn)	0.2	-15.8	-1.2	0.938	4.4	-9.3	-3.4	-7.7	1.4
24	CC(=O)N(CCc1ccccc1C)Cc1cc2cc3c(cc2[nH]c1=O)OCO3	0.7	-20.4[20 µM]	4.2	.	0.1	4.0	-6.0	-6.0	12.7
25	COc1cccc(S(=O)(=O)NCc2ccc(C(=O)NCc3ccco3)cc2)c1	-0.6	-21.1[20 µM]	-1.3	.	-5.5	-4.8	-7.0	-9.7	5.0
26	COc1ccc(-n2cccc2/C=C2/NC(=O)N(c3cccc(Cl)c3)C2=O)cc1	0.2	-8.8	8.9*	0.575	-0.8	-4.4	0.0	-7.0	3.8
27	Cc1cc(C)c(C(=O)CSc2n[nH]c(=O)n2C2CC2)cc1C	-0.1	-18.0	-0.4	.	-1.8	-4.4	-4.0	-1.6	19.7
28	CC(=O)Nc1c2c(nn1-c1ccc(C)cc1C)CSC2	0.5	-27.9[20 µM]	-3.2	0.192	-0.2	-8.8	-3.2	-20.9	9.3
29	CCOCCn1c(SC(C)C(C)=O)nc2c1c(=O)[nH]c(=O)n2C (stereo not drawn)	2.1	-26.6	-0.5	-0.263	5.3	-4.5	2.6	3.8	7.6
30	Cn1c(SCc2cccc3ccccc23)nnc1-c1ccco1	0.4	-11.0[20 µM]	1.1	.	-0.4	-0.5	-1.6	3.8	20.9
31	Cc1cc(NC(=O)CCl)n(-c2nc3ccccc3s2)n1	1.3	-28.6	-0.7	-1	9.7	-9.1	0.0	7.3	9.2
32	Cn1c(C(=O)NCc2cccnc2)cc2sc(Cl)cc21	-0.3	-4.5	0.3	-0.184	-4.4	2.4	1.7	-5.4	11.7
33	CC(C)n1nc(C(=O)Nc2cccc(S(=O)(=O)NCc3ccco3)c2)c2ccccc2c1=O	0.3	-26.6	2.7	-1.14	4.5	-2.4	0.6	2.5	3.2
34	Cc1ccc(-c2csc3ncnc(Oc4ccc5c(C)cc(=O)oc5c4)c23)cc1	0.3	-21.7	-0.5	0.623	3.9	-3.8	6.5	-4.4	4.7
35	COc1ccc(CNn2c(-c3cccs3)nc3ccccc3c2=O)cc1OC	-0.1	-20.8	-3.3	-0.135	-3.3	8.7	-2.7	-2.4	10.3
36	O=C(O)Cc1csc2ccccc12	1.0	-19.2	3.8	0.0337	3.5	1.0	-7.9	7.2	16.8
37	CCCn1c(SCC(=O)NCc2ccccc2)nnc1-c1ccncc1	-0.6	-9.0[20 µM]	-2.7	.	-1.7	-4.2	2.6	-11.9	6.4
38	O=C(NCc1cccnc1)c1ccccc1CCc1ccccc1	0.6	-21.1	-2.3	-0.931	-3.3	-0.2	-0.8	2.3	8.4
39	Cc1cccc(N2C(=O)/C(=C\c3ccc(C(=O)O)cc3)c3ccccc3C2=O)c1	0.4	-8.0	-1.9	-0.853	4.7	.	3.7	0.1	9.6
40	O=C(NN=C1C2CC3CC1CC(Cl)(C3)C2)c1ccccn1	0.3	-9.7	9.7*	0.702	-6.2	-6.1	3.4	3.0	12.1
41	CCC(CC)C(=O)c1c[nH]c(C(=O)NCc2ccco2)c1	0.5	-13.1[20 µM]	-1.3	-0.402	2.9	5.2	2.0	-8.7	7.8
42	Cc1cc(C(=O)NCc2ccco2)no1	-0.1	-7.3[20 µM]	-0.5	0.32	-0.5	0.2	0.1	-13.5	20.1
43	O=C(NNC(=S)Nc1ccc(Cl)c(Cl)c1)c1cccc([N+](=O)[O-])c1	-0.4	-0.6	-2.7	-5.45*	-4.4	-3.3	-1.3	-20.7	3.9
44	Cn1cc(Cl)c(C(=O)NNC(=S)Nc2cccc(Cl)c2)n1	0.3	-18.5	-4.6	-1.44	0.6	5.1	-3.5	-32.9	-2.5
45	Cc1ccc(NC(=O)Cn2nnc(C(=O)Nc3ccc(C)c(C)c3)c2N)cc1	0.6	-19.6[20 µM]	1.8	1.58	-8.6	-13.3	-4.7	-24.1	-7.3
46	O=C(NNc1cc(Cl)cc(Cl)c1)c1cccs1	1.5	-7.2	-0.4	-0.433	-3.8	-5.9	-5.7	-1.7	0.4
47	N#Cc1cccc(NC(=O)CCC2CCCC2)c1	0.7	-23.1[20 µM]	3.7	0.444	0.5	-6.3	2.5	5.0	4.3
48	COc1ccc(OC)c(NC(=O)c2cnc3ccccn3c2=O)c1	0.2	-9.7[20 µM]	-2.3	0.383	-4.2	.	.	.	.
49	COc1cc2c(cc1OC)C1=NC(=O)CN1C(SCc1ccccc1)=N2	-0.4	-24.9	-2.4	-0.214	1.8	-6.4	-0.9	-20.1	-10.2
50	CN(C)C(CNC(=O)c1cc(S(=O)(=O)N(C)c2ccccc2)ccc1Cl)c1ccccc1 (stereo not drawn)	-1.8	-12.3	-1.2	-2.04	1.5	-4.8	-4.1	-1.7	-1.8
51	COc1ccc(C(=O)COC(=O)c2ccc(N(C)C)cc2)cc1	1.5	-9.4	-2.3	0.505	-0.6	-5.7	-4.4	-5.6	2.5
52	Cc1cccc(-c2nc(C#N)c(N3CCCCCC3)o2)c1	1.1	-7.9[20 µM]	-1.1	.	-2.7	2.4	-4.0	-32.3	-7.0
53	O=C(Nc1ccc(F)c(Cl)c1)c1nsc(Cl)c1Cl	0.2	-9.4	7.2	.	-4.5	2.3	3.3	-1.3	9.3
54	CCOC(=O)c1ccc(NC(=O)NC2CCN(CC(=O)NCc3ccc4c(c3)OCO4)CC2)cc1	0.7	-27.7	-3.4	-0.0235	2.9	43.3*	9.8	30.2	13.7
55	COc1cc(OC)nc(N/N=C(\c2ccccc2)c2ccncc2)n1	-0.2	-5.3	-3.9	0.683	1.6	-11.4	-5.3	-20.7	-1.8
56	CCN(CC(=O)NC(C)C)C(=O)c1ccc(S(=O)(=O)N(C)c2ccccc2OC)cc1	0.8	-28.0	-4.8	-0.35	1.4	-7.6	-4.0	-2.4	-8.4
57	COc1ccc(C(=O)NNC(=O)c2ccccn2)cc1	0.5	-9.6	-3.5	1.08	-66.9	-14.3	0.6	-14.9	2.5
58	COC(=O)c1ccc(C)c(NC(=O)CCSc2ccc(Cl)cc2)c1	0.3	-16.4[20 µM]	-1.7	0.00965	4.6	2.1	4.5	-3.0	11.4

By substructure, the compounds so far containing a cyano group (four)
item	compound	PERK inh	Furin inhibitor	Wee1 stabilizer	KCC2 mod	p97 ATPase inh	thrombin 1536	FXIa inh 1536	KLK5 inh	FXIIa inh
5	CCc1nc(N2CCN(C(=O)c3ccccc3)CC2)c(C#N)c2c1COC(C)(C)C2	-0.5	-28.6	-0.6	-2.62	-3.8	17.1	-5.1	22.0	-11.2
18	N#CC1(Cc2ccc(Cl)cc2)c2ccccc2C=CN1C(=O)c1ccccc1 (stereo not drawn)	-0.9	-0.5[20 µM]	3.8	0.0282	-0.9	-0.5	-1.3	-8.8	-0.7
47	N#Cc1cccc(NC(=O)CCC2CCCC2)c1	0.7	-23.1[20 µM]	3.7	0.444	0.5	-6.3	2.5	5.0	4.3
52	Cc1cccc(-c2nc(C#N)c(N3CCCCCC3)o2)c1	1.1	-7.9[20 µM]	-1.1	.	-2.7	2.4	-4.0	-32.3	-7.0
